# CF NFkB block – cystic fibrosis NF-kB activation inhibition; KKLEB NF-kB-GFP reporter, PAF-induced, GFP fluorescence overnight; inhibition, % at 5 µM; 360,000 tested, 0.86% active;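 active means at least 50% inhibition at 5 µM, scaled per plate between neutral and stimulator controls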;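 further: PAF is a Pseudomonas aeruginosa culture filtrate used as stimulus; plate controls were PAF-stimulated DMSO wells for no effect and unstimulated DMSO wells for full effect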
# NR2E3 ag-1 – human photoreceptor-specific nuclear receptor agonism; Q9Y5X4; CHO-S Gal4-NCOR/VP16-NR2E3 two-hybrid, luciferase; inhibition of corepressor binding, % at 3.98 µM; 360,000 tested, 0.35% active; AID 602229;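 active means inhibition above the mean of all tested compounds plus 3 SD, cut at about 70% in these data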;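 further: 0% = DMSO with NR2E3 transfected cells and 100% = cells lacking NR2E3 construct; higher means lower luciferase signal from less NR2E3 corepressor binding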
# Target sequence (Q9Y5X4 whole entry, looked up, the tested form may be a part): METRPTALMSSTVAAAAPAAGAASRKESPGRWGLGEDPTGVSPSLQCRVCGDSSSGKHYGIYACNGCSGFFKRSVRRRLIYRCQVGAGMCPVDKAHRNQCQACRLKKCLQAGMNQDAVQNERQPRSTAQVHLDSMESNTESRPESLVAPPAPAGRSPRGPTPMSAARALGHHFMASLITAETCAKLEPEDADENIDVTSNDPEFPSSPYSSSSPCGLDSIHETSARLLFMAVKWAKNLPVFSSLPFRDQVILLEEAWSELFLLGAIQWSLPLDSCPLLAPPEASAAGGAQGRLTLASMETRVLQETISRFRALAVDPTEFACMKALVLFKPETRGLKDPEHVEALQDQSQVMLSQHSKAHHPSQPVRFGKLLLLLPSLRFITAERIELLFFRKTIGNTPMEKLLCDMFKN
# HIF-2a inh – inhibitors of HIF-2a; inhibition, % at 18.8 µM; 360,000 tested, 0.72% active; 786-0 RCC cells HIF-2a reporter, luciferase luminescence, overnight;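 active means inhibition of the luminescence signal of 40% or more relative to plate controls, in a single-dose primary screen at 18.75 µM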
# TRPM1 prom inh – inhibitors of MITF-driven TRPM1 promoter in melanoma cells; inhibition, % at 12.5 µM; 330,000 tested, 0.83% active; AID 488899; SK-MEL-5 TRPM1 promoter luciferase, 24 h;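 active means mean inhibition across replicates of 60% or more, whatever share of single replicates reaches that level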; further: values of inactives mirror those of a sister screen read the other way
# Peg3 prom inh – reduces Peg3 promoter-driven luciferase expression in HeLa; HeLa PEG-Prom luciferase reporter, luminescence, overnight; inhibition, % at 20 µM; 360,000 tested, 1.7% active; AID 588405;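 active means inhibition of at least 50% at 20 µM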
# TRAIL sens C8 – caspase-8 TRAIL sensitization. NB7+C8 cells + TRAIL, ATPlite viability luminescence. inhibition (viability loss, TRAIL sensitization), % at 10 µM. 360,000 tested, 1% active;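 active means compounds causing at least 50% loss of cell viability in the single-dose screen, relative to plate controls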
# TROY NFkB inh – blocks TROY-dependent signaling in reporter cells; AID 1347056; inhibition, % at 10 µM; 360,000 tested, 0.98% active; Q293 LMP1-TROYcd NF-kB luciferase reporter, 4 h;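 active means compounds whose plate-normalised and pattern-corrected inhibition of the luciferase reporter signal at the single screening dose is 50% or more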
# TWEAK Fn14 block – inhibitors of TWEAK-Fn14 interaction signaling | TWEAK-stimulated Fn14 reporter cells, luciferase luminescence, 8 h | inhibition, % at 10 µM | 360,000 tested, 2% active | AID 1159606; in the data active means inhibition above about 50%
# Shn3 3UTR inh – reduces Shn3 3'UTR luciferase signal in osteoblasts | AID 588674 | inhibition, % at 12.5 µM | Clone20 osteoblast Shn3 3'UTR firefly luciferase, 24 h | 360,000 tested, 0.52% active;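 active means mean inhibition of at least 75% with every replicate also reaching 75%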;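 further: 0% = median of neutral control wells and 100% = pilot-screen positive control compound; some compounds past the cut are filed as inactive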
# KKLEB cytotox – CF airway cell cytotoxicity counter-screen; KKLEB CF airway cells viability, ATPlite luminescence, overnight; active compounds read low; cells stimulated with P. aeruginosa culture filtrate; activity change (cytotoxicity), % at 5 µM; 360,000 tested, 0.36% active; AID 602141;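 active means corrected activity change at or below -50% at 5 µM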
# NR2E3 ag-2 – activates human photoreceptor nuclear receptor NR2E3; Q9Y5X4; GST-NR2E3/biotin-RetCOR TR-FRET, 1536-well; inhibition of corepressor binding, % at 4.78 µM; 320,000 tested, 0.12% active; AID 2300;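 active means percent inhibition above the cutoff of mean plus 3 SD of all tested compounds, set per screening campaign, cut at about 20% in these data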;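 further: 0% = DMSO wells and 100% = biotin wells as full block of FRET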
#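 Material – GST-tagged NR2E3 plus biotinylated RetCOR corepressor · Quantity – NR2E3 fusion 1.35 nM · Times – 5 h incubation at 4 °C · Medium – pH 7.5 Tris-based buffer · Technique – TR-FRET, Eu(K)-anti-GST donor, streptavidin-D2 acceptor, ex 340, em 617/671 nm · Benchmarks – high control biotin, low control 0.6% DMSO · Format – 1536-well plates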
# Numbers without * were called inactive; x = not tested or not shown. Only part of the results is shown. The share of hits here may be higher or lower than overall.
SMILES,CF NFkB block,NR2E3 ag-1,HIF-2a inh,TRPM1 prom inh,Peg3 prom inh,TRAIL sens C8,TROY NFkB inh,TWEAK Fn14 block,Shn3 3UTR inh,KKLEB cytotox,NR2E3 ag-2
O=C(COC(=O)c1nn(CCO)c(=O)c2ccccc12)Nc1ccc(Cl)c(Cl)c1,0,10,7,-4,-4,-11,7,-21,-10,-3,x
CC(=O)Nc1sc(N/N=C/c2ccccc2F)nc1-c1ccc(C)cc1,-20,-19,-156,-49,-66,-2,-52,-4,-20,8,4
Fc1cccc(Cl)c1Cc1noc(/C=C/c2ccccc2)n1,9,-51,-222,-71,-195,-38,-81,-9,-74,-10,1
CCN(CC)S(=O)(=O)c1cc(-c2nnc(-c3ccc(Br)cc3)o2)ccc1Br,4,-16,-52,10,-43,15,17,47,13,-8,3
COC(=O)c1sc2ncn(-n3c(C)ccc3C)c(=O)c2c1C,-10,-7,8,-7,7,-9,16,-6,-1,10,-2
COc1ccc(C(CNC(=O)c2cccc(S(=O)(=O)Nc3ccc(F)cc3)c2)N2CCCC2)cc1 (stereo not given),30,-26,0,-9,-4,25,-11,3,8,-22,x
O=C(Nc1ccc(F)c(Cl)c1)Nc1ccc(Cl)cn1,7,-16,-50,-12,-13,0,-10,-22,-28,7,1
CCCOP(=O)(OCCC)C(Nc1cccc(C(F)(F)F)c1)c1ccc(C)cc1 (stereo not given),9,-6,-2,4,16,12,2,7,33,7,-2
O=C(CSc1ncccn1)N1CCN(S(=O)(=O)c2ccccc2)CC1,14,-4,5,11,-3,0,5,-2,6,-1,-1
O=C(NC(=S)N1CCCCCC1)c1ccc(Cl)cc1Cl,6,8,-3,1,-7,7,-10,-4,-10,-6,4
CCN(CC)S(=O)(=O)c1ccc(-c2nnc(SCC(N)=O)n2CC)cc1,-5,3,16,8,-2,2,-9,-11,-7,16,0
Cc1cccc(C(O)c2ncc(-c3ccccc3Cl)[nH]2)c1C (stereo not given),23,-8,-13,x,4,-3,-35,-5,1,2,x
Cc1cc(C)c2cc(C(O)c3nnnn3Cc3ccccc3)c(=O)[nH]c2c1 (stereo not given),0,-26,-24,-6,-15,-17,-39,-22,4,12,1
Cc1ccc(N/N=C/c2ccncc2)cc1,-18,-32,-289,-79,-288,-5,-25,8,-28,7,0
CN1CCC(N(C)S(=O)(=O)c2ccc(NC(=O)COc3ccc([N+](=O)[O-])cc3)cc2)CC1,-20,33,1,6,-30,-7,-29,-17,-7,4,2
O=C(COC(=O)c1ccc(Br)cc1)NCCC1=CCCCC1,-6,-12,7,-1,6,1,-9,-6,-7,-3,-6
CC(C)(C)OC(=O)NCCCC[C@H](NC(=O)c1nc[nH]c1C(=O)NC(c1ccccc1)c1ccccc1)C(=O)OC(C)(C)C,32,24,14,-9,22,53*,-3,27,-2,-11,5
CCN1CCCC1CNCc1cccc(OC)c1OCc1ccccc1 (stereo not given),2,-25,16,-9,-4,-8,16,-5,4,-4,3
Cc1ccc(-c2csc(NC(=S)NC(=O)/C=C/c3ccco3)n2)cc1,22,-90,-114,9,4,-4,-30,18,-15,-31,3
O=C(Nc1ccc(Cl)cc1)Nc1nc(-c2ccccc2)cs1,8,-15,-63,-18,-5,-7,-3,2,20,9,2
CC1(C)SC(=S)N(NC(=O)Nc2ccccc2)C1N(O)C(=O)Nc1cccc2ccccc12 (stereo not given),-24,4,-13,0,29,-5,32,19,10,13,0
CCC(=O)N1CCc2cc(S(=O)(=O)NCCC(=O)N3CCN(c4ccccc4)CC3)ccc21,-26,21,-3,-3,8,7,7,-7,18,6,1
Cc1ccc(S(=O)(=O)N2CCCCC2)cc1NC(=O)CCNC(=O)c1ccccc1Cl,11,-21,3,x,0,-2,-3,0,4,2,x
COc1cc([N+](=O)[O-])ccc1NC(=O)CSc1nnc(C)c(C)n1,-18,0,20,12,9,-6,3,16,14,-10,-2
OCc1cccc(Nc2ncnc3sc4c(c23)CCCCC4)c1,20,-23,2,-5,6,10,1,-5,-2,-20,1

# New compounds follow
SMILES,CF NFkB block,NR2E3 ag-1,HIF-2a inh,TRPM1 prom inh,Peg3 prom inh,TRAIL sens C8,TROY NFkB inh,TWEAK Fn14 block,Shn3 3UTR inh,KKLEB cytotox,NR2E3 ag-2
CCN(C(=O)COC(=O)CN(C)S(=O)(=O)c1ccc(NC(C)=O)cc1)C1CCS(=O)(=O)C1 (stereo not given),10,-30,10,-13,3,15,14,-7,-5,-16,-1
COc1cc(CNn2nnnc2N)cc(Br)c1OCC(=O)NC(C)(C)C,9,0,18,9,23,-2,9,-4,-11,5,-2
C=CCSc1nnc(-c2ccccc2NC(=O)CC)c(=O)[nH]1,-1,-34,15,9,3,-3,16,-5,-17,7,4
C=CCN=C(NC#N)SCC(=O)c1cccc(OC)c1,61*,-55,-178,-70,-172,7,-24,20,-93,-20,1
Cc1n[nH]c(C)c1CNCc1c(C(=O)N2CCCCCCC2)nc2ccc(Cl)cn12,-20,10,-1,-4,18,-31,10,10,8,1,3
COc1ccc(C(C(=O)NC2CCCC2)N(CCC(C)C)C(=O)CCC(=O)Nc2cc(C)on2)cc1 (stereo not given),11,-3,5,-1,25,-14,15,8,2,10,1
O=C(O)C1C2C=CC(O2)C1C(=O)Nc1ccccc1C(F)(F)F (stereo not given),7,-6,11,-9,9,-14,15,9,-5,4,1
Cc1ccc(NC(=O)c2cc([N+](=O)[O-])ccc2N2CCOCC2)cc1S(=O)(=O)N1CCOCC1,-5,-19,14,-8,9,17,14,2,6,-7,2
O=C(C1CCOCC1)N1CCCC(N2CCN(c3cccc(C(F)(F)F)c3)CC2)C1 (stereo not given),-6,5,-11,-11,-11,-9,-37,21,-2,4,-2
COc1ccc(Cl)cc1NC(=O)NCC1CCN(C(=O)OC(C)(C)C)CC1,12,19,14,-5,10,-11,22,2,-4,-16,5
C=CCOc1cccc(C(=O)/C=C2/C(=O)Nc3ccccc32)c1,86*,-37,59*,52,85*,17,29,30,74,-52*,-1
CCN(CC)c1ccc(C2CC(=O)NC3=C2C(=O)CC(C)(C)C3)cc1 (stereo not given),1,4,16,5,16,-14,-1,-4,76,3,0
CC(O)CNc1nc2c(c(=O)n(C)c(=O)n2C)n1CCc1ccccc1 (stereo not given),-1,-10,7,2,16,6,-11,4,22,2,2
Cn1cnnc1SCc1nnc(-c2ccccc2Br)o1,1,-8,-31,-5,-18,-4,8,8,-4,1,1
CCn1c(CC(=O)Nc2ccc(F)cc2)nnc1SCC(=O)NC1=NCCS1,0,-6,2,17,-3,-7,4,19,1,-4,-2
CCCn1c(=O)[nH]c(=O)c2c1nc(-c1ccccc1)n2CCN1CCOCC1,-4,-15,12,-6,13,-18,x,1,17,-3,1
CCOc1ccc(CN2CCN(Cc3cnc(N4CCOCC4)s3)CC2CCO)cc1 (stereo not given),-15,0,21,9,19,7,12,-15,-3,2,1
CCOc1ccccc1NC(=O)CN1C(=O)NC(Cc2c[nH]c3ccccc23)C1=O (stereo not given),16,-11,16,20,22,-8,2,6,9,-5,5
CCCOc1ccc(C(=O)N/N=C/c2c[nH]c3ccc(Br)cc23)cc1,2,-6,14,9,51*,-16,-11,8,-14,2,-1
O=C(NCc1cccs1)c1ccc2ccccc2n1,-12,-20,-118,-13,-86,1,-53,-6,-17,10,2
CN(C)C(=C(C#N)C#N)N1CCN(c2ccc(Cl)c(Cl)c2)CC1,-8,-33,-8,-6,13,7,12,16,-35,10,-3
CCOC(=O)c1c(-c2ccccc2)csc1NC(=O)C(C)NCCCN1CCOCC1 (stereo not given),2,11,18,-14,19,-11,-3,11,7,-10,1
Cc1ccc(CNC(=O)c2ccc(CNS(=O)(=O)c3ccc4c(c3)C(C)(C)C(=O)N4C)cc2)o1,0,-23,5,x,-3,-10,-2,3,17,-4,-2
COc1ccc(OCC(=O)NNc2nc3ccccc3s2)cc1,-3,6,-6,8,-5,-10,79*,4,1,14,0
COc1cccc(C(C)(O)c2nc(-c3cnc4ccccc4c3)cs2)c1 (stereo not given),-16,21,-61,x,-48,20,25,42,-6,-2,x
O=C(c1cccs1)n1nc(NCc2ccccc2)nc1NCc1ccccc1,6,14,5,1,1,1,-9,7,41,8,0
O=C(CNC(=O)c1ccccc1F)Nc1ccc2c(c1)OCO2,-6,-75,-250,-66,-286,9,-63,-8,-92,-2,x
CC1Cc2cc(S(=O)(=O)N3CCC(C(=O)NCc4ccco4)CC3)ccc2N1C(=O)C1CCC1 (stereo not given),-1,-8,15,12,34,1,9,-2,25,-5,0

# Structural class, those above with an aryl methoxy group
SMILES,CF NFkB block,NR2E3 ag-1,HIF-2a inh,TRPM1 prom inh,Peg3 prom inh,TRAIL sens C8,TROY NFkB inh,TWEAK Fn14 block,Shn3 3UTR inh,KKLEB cytotox,NR2E3 ag-2
COc1ccc(C(CNC(=O)c2cccc(S(=O)(=O)Nc3ccc(F)cc3)c2)N2CCCC2)cc1 (stereo not given),30,-26,0,-9,-4,25,-11,3,8,-22,x
CCN1CCCC1CNCc1cccc(OC)c1OCc1ccccc1 (stereo not given),2,-25,16,-9,-4,-8,16,-5,4,-4,3
COc1cc([N+](=O)[O-])ccc1NC(=O)CSc1nnc(C)c(C)n1,-18,0,20,12,9,-6,3,16,14,-10,-2
COc1cc(CNn2nnnc2N)cc(Br)c1OCC(=O)NC(C)(C)C,9,0,18,9,23,-2,9,-4,-11,5,-2
C=CCN=C(NC#N)SCC(=O)c1cccc(OC)c1,61*,-55,-178,-70,-172,7,-24,20,-93,-20,1
COc1ccc(C(C(=O)NC2CCCC2)N(CCC(C)C)C(=O)CCC(=O)Nc2cc(C)on2)cc1 (stereo not given),11,-3,5,-1,25,-14,15,8,2,10,1
COc1ccc(Cl)cc1NC(=O)NCC1CCN(C(=O)OC(C)(C)C)CC1,12,19,14,-5,10,-11,22,2,-4,-16,5
COc1ccc(OCC(=O)NNc2nc3ccccc3s2)cc1,-3,6,-6,8,-5,-10,79*,4,1,14,0
COc1cccc(C(C)(O)c2nc(-c3cnc4ccccc4c3)cs2)c1 (stereo not given),-16,21,-61,x,-48,20,25,42,-6,-2,x
